Source: PubChem BioAssay (NMMLSC)
Bcl-XL Bim block: disrupts Bim peptide binding to human Bcl-XL | Q07817 | bead flow cytometry, fluorescence | inhibition, % at 10 µM | 0.04% of 190,000 active
Target sequence (Q07817 whole entry, looked up): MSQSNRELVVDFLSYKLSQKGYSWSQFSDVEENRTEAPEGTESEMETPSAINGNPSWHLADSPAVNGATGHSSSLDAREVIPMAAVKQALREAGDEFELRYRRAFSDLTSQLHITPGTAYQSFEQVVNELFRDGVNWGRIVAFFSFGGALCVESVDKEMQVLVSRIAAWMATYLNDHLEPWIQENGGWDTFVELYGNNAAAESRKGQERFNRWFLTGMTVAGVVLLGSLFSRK
Bcl-B Bim block: disrupts Bim peptide binding to human Bcl-B | Q9HD36 | bead-based flow cytometry | inhibition, % at 10 µM | 0.073% of 190,000 active;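 further: 0% = tracer peptide without compound and 100% = reference inhibitor peptide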
Target sequence (Q9HD36 whole entry, looked up): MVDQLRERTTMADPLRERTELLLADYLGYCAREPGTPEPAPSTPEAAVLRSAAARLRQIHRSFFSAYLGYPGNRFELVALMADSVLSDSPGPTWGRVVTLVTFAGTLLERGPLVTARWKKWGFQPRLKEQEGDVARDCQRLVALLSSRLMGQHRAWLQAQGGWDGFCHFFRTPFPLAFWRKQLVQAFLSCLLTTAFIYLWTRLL
Rac1 act GTP bind: human Rac1 activated mutant GTP binding change; P63000; GST-Rac1 activated beads, fluorescent GTP binding, flow cytometry; actives lie on both sides; 100% means binding = to untreated wells; percent activity (GTP binding), % at 10 µM; 0.11% of 190,000 active;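 active means GTP binding at least 20 percentage points away from the 100% baseline, in either direction, so actives lie on both sides; inconclusive means Compound likely fluorescent itself, or too few beads counted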
Bfl-1 Bim block: disrupts Bim binding to human Bfl-1 | Bead-based flow cytometry, Bim-Bfl-1 binding inhibition | 0.12% of 190,000 active | inhibition, % at 10 µM;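 further: 0% = wells without compound plus tracer and 100% = blocker peptide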
Bim-Bcl-W: disrupts Bim peptide binding to human Bcl-W. Q92843. bead-based flow cytometry. inhibition, % at 10 µM. 0.02% of 190,000 active. AID 952;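 further: 0% = bound tracer without compound and 100% = peptide blocker; higher means less fluorescent Bim peptide bound to Bcl-W beads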
Rac1 wt GTP bind: modulators of human Rac1 wildtype GTP binding. GST-Rac1 beads, fluorescent GTP binding, flow cytometry; actives lie on both sides; 0 = cold GTP competed, 100 = untreated. GTP binding activity (% of control), % at 10 µM. 0.27% of 190,000 active. AID 757;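 active means GTP binding activity at least 20 points away from the 100% control level, either lower or higher; inconclusive means compound flagged as likely green fluorescent, judged across all proteins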
Bcl-2 Bim block: inhibitors of Bim-Bcl-2 interaction, human; 0.06% of 190,000 active; Bead-based flow cytometry, Bim peptide-Bcl-2 binding; inhibition, % at 10 µM; P10415; in the data active means inhibition above about 40%; inconclusive means no clear call, values can overlap the other calls;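 further: 0% = no compound wells with probe peptide and 100% = reference peptide inhibitor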
Target sequence (P10415 whole entry, looked up): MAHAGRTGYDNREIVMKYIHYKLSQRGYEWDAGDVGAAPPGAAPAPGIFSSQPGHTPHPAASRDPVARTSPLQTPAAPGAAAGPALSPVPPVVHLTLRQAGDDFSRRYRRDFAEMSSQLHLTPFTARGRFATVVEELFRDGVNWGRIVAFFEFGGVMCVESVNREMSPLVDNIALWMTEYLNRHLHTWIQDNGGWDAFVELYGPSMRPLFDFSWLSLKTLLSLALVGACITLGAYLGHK
Rab2 wt GTP: changes GTP binding to wildtype dog Rab2A, up or down; P61105; GST-Rab2 wt beads, Bodipy-GTP binding, flow cytometry; GTP binding activity, % at 10 µM; 0.19% of 190,000 active; AID 760;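 active means GTP binding activity at least 20 points away from 100%, either lowered or raised; inconclusive means signal likely due to the compound's own green fluorescence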;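 further: 0% = beads with excess unlabeled GTP and 100% = no-compound control corrected for plate trend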
Rab7 wt modul: alters GTP binding to wildtype dog Rab7. GTP binding activity (percent of control), % at 10 µM. 0.055% of 190,000 active. GST-Rab7 beads, fluorescent GTP binding, flow cytometry; actives lie on both sides; untreated = 100%, excess cold GTP = 0%;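 active means fluorescent GTP binding to Rab7 beads changed by at least 20 points from the 100% baseline, either direction, mostly lower; inconclusive means compound itself probably fluorescent, or too few beads counted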;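 further: median green fluorescence of bound Bodipy-FL-GTP per Rab7 bead population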
Cdc42 wt: human Cdc42 wildtype GTP binding change, either direction; P60953; GST-Cdc42 beads, Bodipy-GTP binding, flow cytometry; actives lie on both sides; percent activity (GTP binding), % at 10 µM; 0.2% of 190,000 active; AID 761;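 active means percent activity GTP binding at least 20 points away from the 100% baseline, either down as inhibitor or up as activator; inconclusive means compound flagged as likely green fluorescent from well-wide comparison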;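 further: median bead fluorescence of bound Bodipy-FL-GTP at 100 nM; 0% = excess unlabeled GTP control and 100% = no compound control; below 100% means less GTP binding so inhibitor and above means activator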
Target sequence (P60953 whole entry, looked up): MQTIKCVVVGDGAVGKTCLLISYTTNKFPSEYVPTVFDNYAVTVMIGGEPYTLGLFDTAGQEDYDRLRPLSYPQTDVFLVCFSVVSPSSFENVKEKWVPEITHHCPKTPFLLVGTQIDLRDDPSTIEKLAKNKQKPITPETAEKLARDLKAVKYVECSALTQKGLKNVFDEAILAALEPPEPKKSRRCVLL
HRas wt GTP bind: modulators of GTP binding to human HRas wildtype. P01112. GST-Ras wt beads, Bodipy-FL-GTP binding, flow cytometry; actives lie on both sides. GTP binding activity, % at 10 µM. 0.14% of 190,000 active;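 active means GTP binding activity at least 20% away from the 100% baseline, either lowered as inhibitor or raised as activator; inconclusive means flagged as likely green fluorescent, judged across all proteins in the well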;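 further: 0% = unlabeled GTP competition control and 100% = no-compound control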
An asterisk follows results filed as active; u = inconclusive. Unless noted, no stated cut-off is given here; in the data, active means inhibition above about 40%.

The line under a structure holds: Bcl-XL Bim block, Bcl-B Bim block, Rac1 act GTP bind, Bfl-1 Bim block, Bim-Bcl-W, Rac1 wt GTP bind, Bcl-2 Bim block, Rab2 wt GTP, Rab7 wt modul, Cdc42 wt, HRas wt GTP bind
- CCNC(=O)COc1ncnc2scc(-c3ccc(F)cc3)c12
  1, 4, 96, 3, 2, 96, -1, 97, 105, 95, 96
- COC(=O)c1ccccc1NC(=O)CCS(=O)(=O)c1ccc(Br)cc1
  -5, -6, 91, -2, 1, 93, -1, 95, 101, 94, 97
- CCOC(=O)c1cc2sccc2n1Cc1ccc(C#N)cc1
  -3, -4, 100, -3, -7, 98, -1, 99, 98, 100, 101
- COc1ccc(N2CCN(C(=O)C3CCN(S(=O)(=O)c4ccc(F)cc4)CC3)CC2)cc1
  -3, -4, 94, -6, 1, 96, 0, 98, 95, 99, 97
- COc1ccc(NS(=O)(=O)c2ccc(NC(=O)c3ccc(CN4CCOCC4)cc3)cc2)cc1
  -3, -6, 93, -5, -3, 95, -3, 97, 97, 98, 95
- O=S(=O)(NCCSc1ccc(Cl)cc1)c1ccc(F)cc1
  2, -1, 98, 0, 0, 98, -1, 96, 95, 96, 97
- O=C(Cn1c(C(F)(F)F)nc2ccccc21)Nc1ccccc1N1CCOCC1
  0, -5, 100, -16, 1, 106, -5, 99, 101, 103, 101
- CS(=O)(=O)N(CCc1ccccc1)CC(=O)N1CCc2ccccc2C1
  -3, -11, 101, 4, -5, 107, -6, 98, 100, 100, 101
- CN1C(=S)SC(/[N+]([O-])=C\c2ccccc2)C1(C)C (stereo not given)
  -20, -9, 98, -12, 0, 104, -6, 99, 102, 100, 103
- Cc1cc(O)c(NC(=O)c2cc([N+](=O)[O-])ccc2Cl)cc1C
  -2, -7, 95, 0, -4, 96, -4, 98, 103, 95, 95
- COc1ccc(NC(=O)CN2CCC(C(N)=O)(N3CCCCC3)CC2)c(OC)c1
  -6, -6, 95, -7, -7, 99, -7, 97, 103, 99, 99
- Cc1ccc(-n2cc(-c3ccccc3)c3c(N4CCOCC4)ncnc32)cc1
  -2, -5, 93, -6, -3, 96, -3, 96, 100, 96, 97
- O=C(CCN1CCCCC1)N/N=C/c1ccc(Br)cc1
  -6, -5, 102, -15, -4, 104, -5, 100, 99, 101, 103
- Cc1cc(C(=O)C(C)Cl)c(C)n1Cc1ccco1 (stereo not given)
  -1, 0, 96, 0, 2, 97, 3, 98, 100, 97, 100
- Cc1cccc(/C=C/C(=O)c2cc(Br)ccc(=O)c2O)c1
  2, 0, 96, 14, 7, 98, 9, 98, 98, 102, 101
- CCOC(=O)c1nn(-c2ccc(Cl)cc2)c2nnc(Cc3ccccc3)c(=O)n12
  -1, -2, 99, 0, -1, 101, 1, 97, 99, 99, 96
- O=C(NCC1OCCc2ccccc21)c1cc(COc2c(F)cccc2F)on1 (stereo not given)
  -3, 0, u, 1, -5, u, 0, u, u, u, u
- CC(OC(=O)c1cc2sccc2n1C)C(=O)NCc1cccs1 (stereo not given)
  -5, -9, 100, -10, -3, 111, -11, 100, 99, 104, 103
- Cc1cccc(NC(=S)NNC(=O)c2csc(C(C)C)c2)c1
  -1, -23, 101, 5, -3, 105, 15, 99, 97, 101, 102
- O=C(c1cccs1)N(C(=O)c1cccs1)c1ccc(Br)cn1
  -5, -1, 99, 1, -4, 105, 0, 102, 100, 101, 103
- CC1(C)Cc2ccccc2-c2nnc(-c3cccnc3)n21
  -1, -3, 102, -1, 0, 102, -3, 102, 104, 103, 104
- COc1cc(NC(=O)C/C(C)=N/NC(=O)Cc2ccc(Cl)cc2)c(OC)cc1Cl
  -2, -6, 96, -6, -3, 100, -1, 95, 98, 96, 98
- COc1ccccc1S(=O)Cc1ccc(C(=O)O)o1 (stereo not given)
  0, -5, 101, -4, -1, 106, -3, 100, 102, 103, 102
- COc1ccc(Cn2nnnc2C(C(C)C)N2CCc3ccccc32)cc1 (stereo not given)
  11, 2, 100, 3, 1, 107, 0, 100, 101, 99, 99
- NC(=O)C1=NOC(CNc2ncc(C(F)(F)F)cc2Cl)C1 (stereo not given)
  0, -3, 101, -5, 0, 105, -4, 105, 99, 104, 102
- Nc1cccc(-n2nncc2-c2ccccc2)c1
  -2, -4, 99, -2, 0, 102, -2, 100, 103, 101, 102
- C/C(=N\O)C(=O)NCCN(C)C
  -7, -6, 99, -3, -4, 103, -2, 99, 99, 101, 99
- COc1cc(C(=O)OCC(=O)NC(=O)c2cccn2C)ccc1OC(F)F
  -1, -4, 98, -4, -1, 98, -3, 96, 97, 95, 95
- COc1ccc(N(CN2C(=O)C3C4C=CC(C4)C3C2=O)C(=O)c2ccco2)cc1 (stereo not given)
  -6, -4, 99, -7, -4, 98, -5, 98, 99, 101, 99
- O=C(Cc1ccccc1)NCC(=O)OCC(=O)c1cccs1
  0, 0, 98, -1, 0, 100, 0, 105, 102, 102, 104
- O=C(C1CCCCC1)N1CCN=C1SCc1cccnc1
  -3, -2, 98, -11, -1, 103, -4, 102, 101, 98, 100
- Cc1cc(C(F)F)n2ncc(C(=O)N3CCC(C(N)=O)CC3)c2n1
  -2, -9, 99, -14, 1, 107, -13, 103, 105, 103, 102
- CCOc1ccc(Oc2c(/C=N/NC(N)=O)c(C)nn2-c2ccccc2)cc1
  -1, -3, 97, 0, 3, 98, 0, 95, 95, 97, 96
- Cn1cc(CNCCN2CCCCC2=O)c(-c2cccc(Cl)c2)n1
  -5, -5, 95, -8, -4, 101, -5, 95, 101, 95, 98
- COc1ccc(-n2c(-c3ccc(Br)cc3)nc(=S)c3c2CCCC3)cc1
  -13, -11, 97, -4, -10, 100, -8, 97, 97, 98, 98
- CCc1cc(C(=O)NNC(=S)Nc2cc(C)ccc2C)cs1
  0, -24, 97, 8, 0, 104, -11, 98, 101, 100, 101
- COCCNC(=O)c1ccc(CS(=O)(=O)c2ccc(Cl)cc2)o1
  0, -5, 100, -4, -3, 105, -1, 103, 104, 104, 106
- O/N=C/c1cc(Cl)ccc1OCc1cccc2ccccc12
  -14, -5, 96, -19, -3, 101, -12, 98, 101, 96, 99
- COc1cccc(N2CCN(S(=O)(=O)c3cccc4nsnc34)CC2)c1
  2, 2, 97, 0, 2, 102, 0, 100, 105, 97, 98
- CC(C)CCn1c(=O)c2ccccc2n2c(CN3CCCC3)nnc12
  -1, -1, 96, -4, 2, 98, -6, 97, 98, 99, 96
- C=CCn1cc(-c2ccc(Cl)cc2)cc(C#N)c1=O
  0, -1, 96, -2, 0, 95, -4, 98, 99, 99, 103
- CCS(=O)(=O)N1CCN(C(=O)C(c2ccccc2)c2ccccc2)CC1
  0, 0, 96, -1, 0, 95, 0, 99, 97, 98, 98
- FC(F)(F)c1cc(-c2ccco2)nc(-n2cnc3ccccc32)n1
  0, -1, 100, -1, 0, 98, -3, 103, 96, 100, 103
- Cn1cc(S(=O)(=O)N2CCC3(CC2)OCCO3)c(=O)n(C)c1=O
  0, -4, 98, -4, 1, 97, -2, 97, 97, 96, 97
- O=C(NC1=NCCS1)C1CC(=O)N(c2ccccc2)C1 (stereo not given)
  -2, -4, 99, 0, -3, 101, -5, 100, 100, 101, 100
- O=C(Oc1ccc2ccc(=O)oc2c1)C1CCCCC1
  -1, -3, 100, 1, 0, 108, 2, 97, 99, 99, 99
- O=C(NCCN1CCN(C(=O)NC2CCCCC2)CC1)NC1CCCCC1
  -2, -2, 98, -9, 3, 102, -7, 98, 100, 101, 100
- Cc1ccc(C)c(-n2c(SCC(=O)N3CCCC3)nnc2-c2ccccn2)c1
  2, -1, 89, -1, -4, 90, -1, 92, 94, 93, 91
- COc1ccccc1OCCSc1nc(N)cc(N)n1
  -3, -3, 99, 4, 5, 99, 1, 99, 98, 100, 99
- Cc1c(Cl)c([N+](=O)[O-])nn1CCCC(=O)Nc1cccnc1
  -5, -4, 98, -5, -2, 101, -4, 100, 101, 98, 97
- CCn1c(SCC(=O)NNC(=O)c2ccco2)nnc1-c1ccco1
  -4, -3, 97, -5, -1, 96, -3, 100, 106, 99, 98
- Cc1cc(C)nc(N2CCC(C(=O)NCCc3ccc(Cl)cc3)CC2)n1
  0, 0, 96, -3, 4, 94, -2, 93, 92, 95, 94
- Cc1cccc2nc(COc3ccc(-c4ccccc4)cc3)cn12
  0, -2, 95, -2, 0, 96, 0, 98, 98, 100, 97
- CCOCCCn1c(SCC(=O)NCc2ccc3c(c2)OCO3)nc2ccccc2c1=O
  -7, -8, 94, -4, -5, 99, -7, 99, 106, 100, 102
- CC(=O)Nc1ccc(NC(=O)CN(c2cc(Cl)ccc2Cl)S(C)(=O)=O)cc1
  4, 5, 93, 7, 11, 91, 1, 96, 96, 89, 92
- O=C1c2ccccc2CC1Sc1nnc(-c2ccccn2)o1 (stereo not given)
  -6, -12, 99, -1, -1, 106, -5, 102, 100, 103, 102
- C/C(=N\N=C1\NC(=O)C(CC(=O)NCc2ccccc2)S1)C(C)C (stereo not given)
  -2, 0, 95, -3, 0, 94, -4, 97, 95, 94, 94
- COc1cc(C(=O)Nc2ccc3c(c2)OCO3)ccc1OCc1c(C)noc1C
  -5, -5, 99, -2, -1, 100, -3, 100, 104, 98, 99
